# Screening results (PubChem BioAssay)
# IL-1B inflam inh – inflammasome signaling inhibition, IL-1 beta readout | activity change, % at 57.5 µM | 360,000 tested, 4.7% active | THP-1 LPS/ATP IL-1B secretion, AlphaLISA, 16 h; active compounds read low | AID 743279; in the data active = activity change below about -50%; inconclusive = mostly about -30% to -49%; note: % is set by controls: 0 for no effect and ±100 for the full control effect
#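 Secreted IL-1B measured by AlphaLISA bead assay after 16 h compound exposure of THP-1 cells; compounds (final up to 57.5 uM) added 1 h before LPS (250 ng/mL) and ATP (1.25 mM) stimulation; lower signal means less secretion.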
# S2 tox – viability counter-screen for ATXN expression inhibitors. 400,000 tested, 0.49% active. S2 cells (HEK-293 line with an ATXN2-luciferase reporter) viability, CellTiter-Fluor protease fluorescence, 24 h. Potency, µM (top dose mostly 56.7 µM), usual class: cytotoxic; note: potency is the fitted concentration of half-maximal effect; nearly all actives have a fitted effect of over 40% in size
# Nrf2 inh – inhibitors of Nrf2 signaling; A549 ARE-Fluc reporter, luciferase luminescence, 18-24 h; Potency, µM (doses to about 46 µM), for the others: at the highest dose activity change, negative = inhibition, usual class: inhibitors; 360,000 tested, 2.1% active; note: potency is the fitted concentration of half-maximal effect; % is set by controls: 0 for no effect and ±100 for the full control effect; nearly all actives have a fitted effect of over 60% in size
#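 A549 ARE_Fluc cells (5000/well, 5% FBS OPTI-MEM) pre-incubated 2 h, then treated with compounds 18-24 h at 37C/5% CO2 in concentration-response. CellTiter-Fluor viability read first; BugLite luciferase luminescence after 15 min at room temperature gives Nrf2 activity.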
# TGFb inhibitor – blocks TGF-b signaling. HepG2 CAGA-GFP TGF-b/SMAD3 reporter, GFP fluorescence, 18 h; TGF-beta stimulated, 500 pg/mL final. Potency, µM (highest dose often 46.1 µM), for the others: at the top dose activity, negative = inhibition, hits mostly inhibitors. 410,000 tested, 1.2% active; note: potency is the fitted concentration of half-maximal effect; % is set by controls: 0 for no effect and ±100 for the full control effect; nearly all actives have a fitted effect of over 65% in size
#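 Per well, imaged GFP fluorescence of HEPG2 CAGA-GFP cells gives the signal; cells get compound, then TGF-beta (500 pg/mL final), 18 h at 37 degrees C; %Activity versus -TGF-beta and +DMSO controls.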
# ATXN2 expr inh – ATXN2 expression inhibition; HEK-293 ATXN2-luciferase reporter, luminescence, 24 h; Potency, µM (titrated, usually from 57 µM), without a hit: at the top dose activity change, negative = inhibition, hits mostly inhibitors; 360,000 tested, 0.72% active; note: potency is the fitted concentration of half-maximal effect; % is set by controls: 0 for no effect and ±100 for the full control effect; nearly all actives have a fitted effect of over 55% in size
#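 ATXN2-luciferase reporter cells (luciferase flanked by upstream and downstream ATXN2 gene portions) were treated 24 h at 37 °C with compounds at up to 57 uM. SteadyGlo luminescence gave expression; GF-AFC fluorescence gave viability.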
# Nrf2 activator – activators of Nrf2 (ARE) signaling; AID 624171; Potency, µM (series often up to 46.1 µM), for inactives: top-dose activation, most hits filed as activators; AREc32 ARE-luciferase reporter (MCF7-derived line), luminescence, 24 h; 410,000 tested, 0.31% active; note: potency is the fitted concentration of half-maximal effect; % of control where 0% means no effect; nearly all actives have a fitted effect of over 65% in size
#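 For detection, Steady-Glo was added and plates sat 30 min at RT; before that, AREc32_Fluc cells grown overnight in OPTI-MEM/5% FBS had been treated with 23 nL compound for 24 hr at 37 deg C.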
# A549 tox – A549 cytotoxicity, counter-screen for Nrf2 inhibitors; Potency, µM (titrated, usually from 46 µM), inactives show top-dose activity change, negative = cytotoxicity, usual class: inhibitors; 390,000 tested, 0.16% active; A549 ARE-Fluc cells, CellTiter-Fluor viability, 18-24 h; note: potency is the fitted concentration of half-maximal effect; % is set by controls: 0 for no effect and ±100 for the full control effect
#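 A549 ARE-Fluc cells in 5% FBS OPTI-MEM, 5000 cells/well, rested 2 h then exposed to compounds in concentration-response for 18-24 h at 37 °C. Viability by CellTiter-Fluor fluorescence (Ex 405/Em 525) after 30 min; luciferase luminescence (BugLite, 15 min, RT) read afterwards.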
# HepG2 tox – HepG2 cytotoxicity, counter-screen for TGF-b inhibitors; HepG2 CAGA-GFP viability, ATP luminescence, 18 h; Potency, µM (series often up to 46.1 µM), for the others: top-dose activity change, negative = cytotoxicity, hits mostly cytotoxic; 410,000 tested, 0.76% active; AID 588856; note: potency is the fitted concentration of half-maximal effect; some results filed as inactive show a strong effect at the top dose
#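 HepG2 CAGA-GFP cells (1000/well, DMEM with 1% FBS) received compound, then TGF-beta at 500 pg/mL final, and were incubated 18 hours at 37 degrees C. Viability was read by CellTiter-Glo luminescence. Media-only wells were set as complete cell-killing and DMSO as no toxicity.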
# MCF10A rereplic – induces DNA re-replication in MCF 10a normal breast cells | Potency, µM (highest dose often 46.1 µM), without a hit: top-dose activity, positive = re-replication, actives largely listed as activators | MCF 10A DNA re-replication, Hoechst nuclear intensity, 48 h | 350,000 tested, 2.9% active; note: potency is the fitted concentration of half-maximal effect; % of control where 0% means no effect; nearly all actives have a fitted effect of over 50% in size
# Starred values were filed as active, the others as inactive; i = inactive; ? = inconclusive; / = not tested or not shown; [ ] = remark or other dose. Unless noted, calls come from the whole dose curve; as a rule, active = well fitted curve in the direction sought with a large enough effect; inconclusive = small, poorly fitted or top-dose-only effect, or another doubt; inactive = no such curve, though single readings can be large; an effect the other way counts as inactive or inconclusive.
No.	mol	S2 tox	HepG2 tox	Nrf2 activator	A549 tox	MCF10A rereplic
1	CNC(=O)C1CC(=O)N(c2ccc(C)cc2)C1 (stereo unspecified)	i	-3%	-0.5%	13%	4%
2	Cc1ccc(Oc2ccc(NC(=O)CCC(=O)OCC(=O)c3cccs3)cc2)cc1C	?	-6%	4.5%	-4%	16%
3	CC1(C)NC(=O)N(c2ccccc2Cl)C1(C)NO (stereo unspecified)	?	-15%	-0.4%	-5%	1%
4	Cc1cccc(-n2ncc3c(N4CCCC(C)C4)ncnc32)c1 (stereo unspecified)	i	-12%	-0.7%	16%	/
5	Cc1ccc2c(c1)NC(=O)C(CC(=O)NCCCN1CCN(c3cc(Cl)ccc3C)CC1)O2 (stereo unspecified)	?	-42%	3.5%	-9%	17%
6	CCC(C)c1ccccc1NC(=O)c1cccnc1 (stereo unspecified)	?	-18%	0.1%	-11%	-2%
7	Cc1ccc(NC(=S)N2CCC(O)CC2)c(C)c1	i	1%	0.0%	-12%	?
8	COC(=O)c1c(NC(=O)/C=C/c2ccc3c(c2)OCO3)sc(C)c1C	i	7%	0.2%	-2%	?

No.	TGFb inhibitor	ATXN2 expr inh	IL-1B inflam inh	Nrf2 inh
1	0%	-5%	41	/
2	-3%	3%	20	15%
3	11%	8%	-1	10%
4	2%	4%	/	/
5	?	?	-21	0%
6	-8%	-2%	4	-10%
7	-6%	/	11	3%
8	-5%	-17%	-4	0%

# (next part)
No.	mol	S2 tox	HepG2 tox	Nrf2 activator	A549 tox	MCF10A rereplic
9	COc1ccccc1NCCC#N	i	-29%	0.0%	2%	-2%
10	CN(C)C(=O)N1CCC(C(=O)N2CCCC(C(=O)c3ccc(C(C)(C)C)cc3)C2)CC1 (stereo unspecified)	i	-24%	1.7%	5%	11%
11	CCOc1ccc(C(=O)C(C)=O)c(OCC)c1	i	-1%	0.1%	-1%	1%
12	Cc1ccc(N(C(=O)CNC(=O)c2ccco2)C(C(=O)NCC2CCCO2)c2ccccc2)cc1C (stereo unspecified)	i	-26%	-0.1%	1%	11%
13	Fc1ccc(CNCc2cccc(Br)c2)cc1	i	0%	1.7%	?	-4%
14	COc1ccc(CSc2nc(O)cc(=O)n2CC(C)C)cc1F	i	-3%	1.9%	0%	0%
15	CCOc1ccc(NC(=O)COC(=O)CCN2C(=O)C3CC=CCC3C2=O)cc1OCC (stereo unspecified)	i	7%	-0.5%	-3%	-3%
16	CC1=CC(C)(C)NC(=S)N1c1ccc(C)cc1	i	0%	-0.1%	?	-4%

No.	TGFb inhibitor	ATXN2 expr inh	IL-1B inflam inh	Nrf2 inh
9	0%	1%	18	2%
10	?	/	-5	2%
11	3%	3%	-7	-2%
12	-6%	-13%	-18	?
13	?	-3%	?	7%
14	-2%	2%	0	?
15	7%	-3%	-8	5%
16	-25%	0%	8	?

# New compounds follow:
No.	mol	S2 tox	HepG2 tox	Nrf2 activator	A549 tox	MCF10A rereplic
17	COc1cccc(N(C(=O)c2ccco2)C(C(=O)NC2CCCC2)c2ccc(N3CCOCC3)cc2)c1 (stereo unspecified)	i	16%	2.4%	1%	?
18	CC1(C(=O)NCCC#N)CCN1C(=O)CC(c1ccccc1)c1ccccc1 (stereo unspecified)	i	12%	-0.1%	/	/
19	Cc1onc(-c2ccccc2Cl)c1C(=O)NCc1nc(-c2ccccc2)no1	i	-15%	0.5%	7%	?
20	O=C(NNC(=O)c1ccccc1F)C1=NN(c2ccccc2)C(=O)CC1	i	18%	-0.3%	-5%	0%
21	Cc1cccc(C)c1-n1ncc(C(=O)O)c1C1CCN(C(=O)OC(C)(C)C)CC1	?	-2%	0.4%	-2%	/
22	Cc1cc(C)n2nc(SCC(=O)N3CCC(C)CC3)nc2n1	i	0%	0.3%	4%	-1%
23	COc1ccc(/C(C)=C2\SC(=S)N(CCC(=O)O)C2=O)cc1	?	12%	0.3%	-15%	10%
24	Cc1ccc(NC(=O)Cn2c(=O)n(CCc3ccccc3)c(=O)c3c4c(sc32)CCCC4)c(C)c1	i	10%	-0.8%	1%	/

No.	TGFb inhibitor	ATXN2 expr inh	IL-1B inflam inh	Nrf2 inh
17	-9%	40%[activator]	-3	2%
18	1%	13%	-50*	/
19	-2%	-8%	-12	/
20	10%	0%	4	6%
21	-5%	8%	/	0%
22	18%	-1%	20	?
23	-28%	11%	16	/
24	8%	1%	/	2%

# Later entries.
No.	mol	S2 tox	HepG2 tox	Nrf2 activator	A549 tox	MCF10A rereplic
25	Cc1cc(C)cc(-n2ccnc2SCC(=O)Nc2nnc(C)s2)c1	i	-8%	-0.3%	-14%	/
26	CC1CCN(C(=O)Cc2nn(C)c(=O)c3ccccc23)CC1	i	3%	-0.1%	0%	-6%
27	COc1ccccc1C(=O)Nc1ccc(S(=O)(=O)N2CCC(C)CC2)cc1	i	7%	-0.1%	-17%	10%
28	COC(=O)c1ccccc1NC(=O)c1cc2nc(-c3ccccc3)cc(-c3ccccc3)n2n1	i	-1%	-0.9%	-3%	/
29	COc1ccc(C(=O)CCN2CCC(C)CC2)cc1	i	-44%	?	7%	2%
30	COc1cccc(C(=O)NC(=NCCc2c[nH]c3ccc(OC)cc23)Nc2nc(C)cc(C)n2)c1	i	-28%	-0.2%	3%	/
31	C=CC[C@H](CC(=O)N(CCO)Cc1ccccc1)C(=O)NC[C@H](OC(=O)[C@@H](CC=C)Cc1ccc(F)cc1)c1ccccc1	25µM*	-40%	-4.7%	?	?
32	CCNC(=O)C1CCCN(C(=O)c2ccc(F)c(Cl)c2)CC1 (stereo unspecified)	i	2%	-0.1%	/	/

No.	TGFb inhibitor	ATXN2 expr inh	IL-1B inflam inh	Nrf2 inh
25	-3%	-3%	/	/
26	3%	3%	26	6%
27	-14%	-4%	?	23µM*
28	1%	-3%	/	7%
29	?	18%	8	12%
30	2%	-11%	/	?
31	?	?	-72*	18µM*
32	21%	2%	48	/

# Look-ups from the results shown:
# For IL-1B inflam inh, COc1ccc(C(=O)CCN2CCC(C)CC2)cc1 reads 8
# For ATXN2 expr inh, CCNC(=O)C1CCCN(C(=O)c2ccc(F)c(Cl)c2)CC1 (stereo unspecified) reads 2%

# Additional results:
No.	mol	S2 tox	HepG2 tox	Nrf2 activator	A549 tox	MCF10A rereplic
33	COCc1ccc(CN2CCC(N3CCC(C(=O)N4CCCC4)CC3)CC2)o1	i	13%	-0.1%	-3%	10%
34	CCCCn1c(=O)[nH]c(=O)c2c1nc(-c1cc(Br)ccc1OC)n2C	i	1%	0.3%	-3%	-1%
35	Cc1ccc([N+](=O)[O-])c(C(=O)N/N=C/c2cccs2)c1	?	-24%	0.5%	-3%	10%
36	CCN(CC)C(=O)c1ccc(Cn2cc([N+](=O)[O-])cn2)o1	i	8%	3.7%	0%	-8%
37	Cc1cccc(C)c1N1CCN(S(=O)(=O)c2ccccc2)CC1	i	-25%	0.2%	9%	?
38	COC(c1ccccc1)c1nnc(CCC(=O)N(C)Cc2cccc(-n3cccn3)c2)o1 (stereo unspecified)	i	4%	2.6%	-1%	1%
39	CCOC(=O)C(=CNc1ccc(NC2=NCC(C)S2)cc1)C(=O)OCC (stereo unspecified)	i	-11%	0.4%	-5%	5%
40	O=C(NCCc1ccccc1)c1ccc2c(c1)N(Cc1ccc(F)cc1)C(=O)CS2	/	-13%	0.1%	-2%	/

No.	TGFb inhibitor	ATXN2 expr inh	IL-1B inflam inh	Nrf2 inh
33	10%	-1%	42	4%
34	-2%	-4%	31	?
35	-8%	/	-16	9.2µM*
36	13%	/	1	-1%
37	0%	-34%	26	-12%
38	3%	56%[activator]	-14	?
39	-14%	-19%	-7	?
40	-21%	/	/	/

# Next part
No.	mol	S2 tox	HepG2 tox	Nrf2 activator	A549 tox	MCF10A rereplic
41	COc1ccc(N(CC(=O)Nc2cccc(F)c2)S(=O)(=O)c2c(C)[nH]c(=O)[nH]c2=O)cc1	i	4%	-0.4%	1%	-2%
42	CCC(C)OC(=O)C[N+](C)(C)CCOC1CC2CCC1(C)C2(C)C (stereo unspecified)	i	-19%	4.4%	0%	?
43	CCC(C)NC(=O)Cn1c(=O)n(-c2ccc(Cl)c(Cl)c2)c(=O)c2c(C)c(C(=O)N(CC)CC)sc21 (stereo unspecified)	i	1%	-0.1%	-6%	/
44	COc1cccc(C2c3[nH]c4ccccc4c3C[C@H]3C(=O)N(C4CCN(Cc5ccccc5)CC4)CC(=O)N23)c1 (stereo partly specified)	i	-51%	8.0%	-16%	17%
45	CCC(c1nnnn1-c1ccc2c(c1)OCCO2)N1CCN(c2ccccn2)CC1 (stereo unspecified)	?	/	-1.1%	/	/
46	Cc1cc(C(=O)Nc2cccc(C(=O)O)c2)oc1C	i	-12%	-2.2%	-5%	-13%
47	Cc1nnc(SCC(=O)Nc2ccccc2F)n1-c1ccc(F)cc1	i	4%	0.1%	3%	-3%
48	COC(=O)C1(CCSC)NC(c2ccc(OC)cc2OC)C2C(=O)N(c3cccc(C(C)=O)c3)C(=O)C21 (stereo unspecified)	i	-4%	-0.9%	-1%	2%

No.	TGFb inhibitor	ATXN2 expr inh	IL-1B inflam inh	Nrf2 inh
41	0%	5%	43	5%
42	10%	-4%	-28	20%
43	9%	8%	/	/
44	?	-37%	-58*	?
45	/	-18%	-1	/
46	-2%	?	-12	?
47	1%	/	4	4%
48	-15%	-2%	0	10%

# Entries listed above printed as active in IL-1B inflam inh:
cpd	canonical_smiles	Nrf2 activator	TGFb inhibitor	IL-1B inflam inh
18	CC1(C(=O)NCCC#N)CCN1C(=O)CC(c1ccccc1)c1ccccc1 (stereo unspecified)	-0.1%	1%	-50*
31	C=CC[C@H](CC(=O)N(CCO)Cc1ccccc1)C(=O)NC[C@H](OC(=O)[C@@H](CC=C)Cc1ccc(F)cc1)c1ccccc1	-4.7%	?	-72*
44	COc1cccc(C2c3[nH]c4ccccc4c3C[C@H]3C(=O)N(C4CCN(Cc5ccccc5)CC4)CC(=O)N23)c1 (stereo partly specified)	8.0%	?	-58*
